LYPLA2 counter = LYPLA2 (human) inhibition in PME1 counter-screen; O95372; recombinant LYPLA2, FP-Rh probe fluorescence polarization; inhibition, % at 5.9 µM; 0.38% of 320,000 active; AID 2177;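 active means inhibition above the screen-wide mean plus 3 SD, limit set per campaign, cut at about 26% in these data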;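 further: 0% = LYPLA2 with DMSO and 100% = wells lacking LYPLA2 enzyme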
LYPLA1 counter = LYPLA1 (human) inhibition in PME1 counter-screen | recombinant LYPLA1, FP-Rh probe fluorescence polarization | inhibition, % at 5.9 µM | 0.16% of 320,000 active;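 active means inhibition above the mean of all tested compounds plus 3 SD, set per campaign, cut at about 14% in these data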;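 further: inhibitors block serine hydrolase probe labeling of LYPLA1 so polarization falls; 0% = enzyme with DMSO and 100% = wells lacking LYPLA1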
Target sequence (O75608 whole entry, looked up): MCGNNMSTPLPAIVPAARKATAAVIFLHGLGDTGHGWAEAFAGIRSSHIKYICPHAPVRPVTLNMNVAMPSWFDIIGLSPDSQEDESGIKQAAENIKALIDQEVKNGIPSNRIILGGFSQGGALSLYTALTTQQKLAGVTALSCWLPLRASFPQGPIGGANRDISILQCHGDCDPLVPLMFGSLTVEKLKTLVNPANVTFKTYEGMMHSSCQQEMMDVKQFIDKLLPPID
GSTO1 inh = GSTO1 inhibition, counter-screen for RBBP9 inhibitors. 1.1% of 300,000 active. recombinant GSTO1, activity-based probe fluorescence polarization. inhibition, % at 5.96 µM;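 active means inhibition above the campaign mean inhibition plus 3 SD, cut at about 35% in these data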;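 further: 0% = GSTO1-1 with DMSO and 100% = wells lacking GSTO1-1 enzyme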
PAFAH1B2 inh = blocks human PAF acetylhydrolase 1b catalytic subunit 2; recombinant PAFAH1B2, FP-rhodamine activity probe, fluorescence polarization; AID 492953; P68402; inhibition, % at 3.39 µM; 1.2% of 340,000 active;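 active means inhibition above the mean of all tested compounds plus 3 SD, cut at about 24% in these data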;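 further: 0% = enzyme with DMSO and 100% = wells lacking PAFAH1B2; many of its hits are not listed in these tables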
PREPL inh = inhibitors of human prolyl oligopeptidase-like enzyme PREPL; recombinant PREPL, fluorescence polarization activity-based probe; inhibition, % at 5.96 µM; 0.68% of 320,000 active; in the data active means inhibition above about 43%;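 further: 0% = enzyme with DMSO and 100% = wells lacking enzyme; many of its hits are not listed in these tables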
PME-1 primary = PME-1 (human) inhibition; recombinant PME-1, FP-Rh probe fluorescence polarization; 0.53% of 320,000 active; inhibition, % at 5.9 µM; Q9Y570;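 active means inhibition above the campaign mean of all compounds plus 3 SD, cut at about 26% in these data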;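 further: competitive labeling of PME-1 active site by serine hydrolase directed probe; 0% = PME-1 with DMSO and 100% = wells lacking PME-1 enzyme; inhibitors block probe labeling so polarization falls and inhibition rises; many of its hits are not listed in these tables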
Target sequence (Q9Y570 whole entry, looked up): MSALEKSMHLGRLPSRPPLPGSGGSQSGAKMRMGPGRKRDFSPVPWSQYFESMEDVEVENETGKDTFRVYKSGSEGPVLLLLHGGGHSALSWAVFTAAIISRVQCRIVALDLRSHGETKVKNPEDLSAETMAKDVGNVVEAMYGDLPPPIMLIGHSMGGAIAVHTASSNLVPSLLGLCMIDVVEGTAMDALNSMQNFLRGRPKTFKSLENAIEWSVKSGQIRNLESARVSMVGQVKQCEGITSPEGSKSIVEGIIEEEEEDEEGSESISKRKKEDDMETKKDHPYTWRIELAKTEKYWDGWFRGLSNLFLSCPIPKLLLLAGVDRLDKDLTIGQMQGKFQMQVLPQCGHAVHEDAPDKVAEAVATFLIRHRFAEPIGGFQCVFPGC
pPAFAH inh = inhibitors of human plasma PAF acetylhydrolase (pPAFAH) | Q13093 | recombinant pPAFAH, FP-rhodamine probe fluorescence polarization | inhibition, % at 3.39 µM | 1.5% of 330,000 active;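 active means inhibition above the mean inhibition across the screen plus 3 SD, cut at about 25% in these data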;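 further: inhibitors block binding of the rhodamine activity-based probe so polarization drops; 0% = enzyme with DMSO and 100% = wells lacking pPAFAH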
Target sequence (Q13093 whole entry, looked up): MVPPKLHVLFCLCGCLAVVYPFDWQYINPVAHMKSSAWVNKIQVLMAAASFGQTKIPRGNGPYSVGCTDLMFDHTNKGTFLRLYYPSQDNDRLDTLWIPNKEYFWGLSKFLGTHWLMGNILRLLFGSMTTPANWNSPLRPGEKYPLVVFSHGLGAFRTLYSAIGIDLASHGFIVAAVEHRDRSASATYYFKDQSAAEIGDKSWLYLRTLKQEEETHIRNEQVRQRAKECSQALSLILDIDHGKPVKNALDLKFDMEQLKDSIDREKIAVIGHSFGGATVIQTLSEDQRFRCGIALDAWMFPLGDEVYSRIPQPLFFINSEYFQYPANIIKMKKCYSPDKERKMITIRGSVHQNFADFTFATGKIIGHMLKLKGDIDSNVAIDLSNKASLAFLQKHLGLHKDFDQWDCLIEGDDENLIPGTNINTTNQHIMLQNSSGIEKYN
PAD4 inh = PAD4 (human) enzyme inhibition; inhibition, % at 6.36 µM; 0.41% of 330,000 active; recombinant PAD4, RCA probe fluorescence polarization; Q9UM07;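 active means percent inhibition above a cutoff equal to the mean of all tested compounds plus 3 SD, cut at about 15% in these data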;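 further: 0% = PAD4 with RCA probe and DMSO and 100% = probe without PAD4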
PAFAH1B3 inh = inhibitors of human PAFAH1B3 | Q15102 | recombinant PAFAH1B3, FP-rhodamine probe, fluorescence polarization | inhibition, % at 3.39 µM | 0.28% of 340,000 active;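 active means inhibition above the screen-wide average of all tested compounds plus 3 SD, cut at about 25% in these data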;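 further: 0% = enzyme with DMSO only and 100% = wells lacking PAFAH1B3 protein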
* = called active by the depositor; / = not tested or not shown.

Molecule | pPAFAH inh | PREPL inh | LYPLA1 counter | PAFAH1B2 inh | PAFAH1B3 inh | LYPLA2 counter | GSTO1 inh | PAD4 inh | PME-1 primary
CC(=O)c1ccc(OCCn2cnc3ccccc32)cc1 | 0 | -7 | 2 | 7 | -1 | 2 | -3 | 0 | 7
Cc1cc(C)c(C)c(S(=O)(=O)N2CCC(C(=O)NC3=NCCS3)CC2)c1C | -1 | -3 | -5 | 0 | 7 | -1 | / | 2 | 4
COc1ccccc1NC(=O)CNC(=O)Cn1cnc2sc(C)c(C)c2c1=O | 1 | -2 | -1 | 5 | -3 | -2 | 1 | -4 | 0
CC1CCCN(C2(O)C(=O)Nc3ccc(Br)cc32)C1 (stereo unspecified) | 6 | 11 | 1 | 6 | 3 | 5 | 1 | -1 | 23
O=C(CN1C(=O)c2ccccc2S1(=O)=O)NC1CCCCCC1 | -1 | 15 | 1 | 6 | 1 | 8 | -3 | 0 | -8
CCOc1ncccc1C(=O)OCCN1C(=O)c2ccccc2C1=O | 6 | -3 | 0 | 3 | 2 | 3 | 5 | -1 | 4
CCOC(=O)C1=CN(Cc2ccco2)S(=O)(=O)N(CC)C1c1cccc(OC)c1 (stereo unspecified) | 2 | / | / | 2 | -8 | / | / | -2 | /
O=c1c2ccccc2[nH]c(=S)n1Cc1ccc2c(c1)OCO2 | 0 | -10 | 2 | 0 | -2 | 1 | 7 | -4 | -2
COc1ccc(C2CCCN2C(=O)Nc2ccc(Cl)cc2)cc1OC (stereo unspecified) | 1 | 24 | -1 | -8 | 7 | 2 | 8 | 0 | -1
Cc1cccc(N2CCN(C3=NC(=O)C(Cc4ccccc4)S3)CC2)c1 (stereo unspecified) | 3 | -25 | 2 | 9 | -2 | 1 | 1 | -2 | 5
COCCn1c(=NC(=O)c2ccc(S(=O)(=O)N3CCc4ccccc4C3)cc2)sc2cc(OC)ccc21 | 0 | -2 | 1 | -3 | -1 | 0 | 3 | 2 | -2
C[C@H](NC(=O)c1ccccc1Cl)C(=O)NCCc1ccc(S(N)(=O)=O)cc1 | 2 | 3 | 1 | -1 | 8 | 0 | 2 | -1 | -2

Carrying on:
Molecule | pPAFAH inh | PREPL inh | LYPLA1 counter | PAFAH1B2 inh | PAFAH1B3 inh | LYPLA2 counter | GSTO1 inh | PAD4 inh | PME-1 primary
CC(C)(CC(=O)O)CC(=O)Nc1ccc(Oc2ccc(C(C)(C)C)cc2)nc1 | 4 | 9 | 2 | / | / | 4 | 3 | 0 | -1
Cc1ccnc(N2CCC(C(=O)NCc3ccc4c(c3)OCO4)CC2)n1 | -1 | 2 | -5 | 0 | 11 | -2 | 6 | 0 | -6
C/C=C(\C)C(=O)Nc1cccc(C2=NOC3(C2)C[C@@H](C(N)=O)N(C(=O)/C(C)=C/C)C3)c1 (stereo partly specified) | 5 | 4 | -3 | 2 | 4 | 3 | 0 | 4 | 3
O=C(O)CCCC(=O)NCc1ccccn1 | 1 | 9 | -2 | -1 | 3 | -1 | -3 | -10 | -1
Cc1cccc(C2CC(c3ccc(F)cc3)Nc3nc(N)nn32)c1 (stereo unspecified) | 0 | 51* | -1 | 7 | 3 | 2 | 5 | 6 | 5
CCn1cc(C(=O)NCC(OC)OC)c(=O)c2cc(S(=O)(=O)N3CCOCC3)ccc21 | 1 | 21 | 2 | 3 | 2 | -2 | 2 | 4 | 0
CC(C)CC(=O)Nc1ccc(N2CCOCC2)cc1 | 3 | 14 | -1 | 6 | 1 | -2 | 4 | 0 | 2
CC1(C)N([O-])C(c2ccccc2)=C[N+](=O)C1(C)C | 1 | -1 | -2 | -3 | 3 | -4 | -1 | -2 | -2
O=C(CSc1nncs1)NC1CCCc2ccccc21 (stereo unspecified) | 1 | 9 | -1 | 4 | 9 | 8 | 8 | 0 | 4
CCC(C(=O)NC1CCCCCC1)n1nc(C)n2c(cc3occc32)c1=O (stereo unspecified) | -1 | 18 | 0 | 5 | 6 | 11 | 2 | -5 | 2
COc1ccccc1-n1cnc2c(c1=O)c1nc3ccccc3nc1n2-c1ccc(C)cc1 | -2 | 0 | -3 | -3 | -2 | -2 | -1 | -4 | 1
COc1ccc(S(=O)(=O)NC(N)=NCCc2ccccc2)cc1 | -1 | -9 | 3 | 4 | -2 | 7 | 3 | -6 | 0

Next part; it opens with the 2 that closed the last part.
Molecule | pPAFAH inh | PREPL inh | LYPLA1 counter | PAFAH1B2 inh | PAFAH1B3 inh | LYPLA2 counter | GSTO1 inh | PAD4 inh | PME-1 primary
COc1ccccc1-n1cnc2c(c1=O)c1nc3ccccc3nc1n2-c1ccc(C)cc1 | -2 | 0 | -3 | -3 | -2 | -2 | -1 | -4 | 1
COc1ccc(S(=O)(=O)NC(N)=NCCc2ccccc2)cc1 | -1 | -9 | 3 | 4 | -2 | 7 | 3 | -6 | 0
CCN1C(=O)c2ccccc2S(=O)(=O)c2ccc(C(=O)NCCCN(CC(C)C)CC(C)C)cc21 | -1 | -5 | 1 | 8 | -2 | 8 | 1 | 5 | -6
COc1ccccc1N1CCN(CC(=O)N2N=CCC2c2ccccc2)CC1 (stereo unspecified) | 2 | 7 | -2 | 5 | 4 | -1 | 3 | -2 | 4
Cc1ccc(C2=C(c3ccc([N+](=O)[O-])cc3)C(=O)OC2)cc1C | 5 | 9 | 1 | 3 | 7 | -3 | -3 | -3 | 25
Cc1ccc(-n2nnnc2SCn2nnc3ccccc3c2=O)c(C)c1 | 4 | -6 | 1 | -1 | 2 | 6 | 2 | -3 | 4
C/C(Cc1ccccc1)=N\NC(=O)CNC(=O)c1cccc(Cl)c1 | 1 | -12 | -2 | 1 | -1 | -3 | 13 | 6 | -2
Cc1nc(NC(=O)/C=C/c2ccco2)sc1C | 1 | 2 | -3 | 0 | 0 | -5 | 4 | -2 | -3
CC(=O)c1cccc(S(=O)(=O)NC2CCCCCC2)c1 | 5 | -7 | -6 | 9 | 7 | -5 | 7 | -1 | -1
C/C=C/c1ccc(OCC(=O)OCc2csc(CC(=O)Nc3ccccc3C)n2)c(OC)c1 | 8 | 0 | 1 | -3 | 1 | -1 | 1 | -3 | 0
CCOc1ccc(/C=N/NC(=O)CCC(=O)Nc2ccc(F)cc2)cc1 | 2 | 12 | -3 | 4 | 10 | -3 | -5 | -1 | -1
O=C(CCC1CCCCC1)Nc1c2c(nn1-c1ccc(F)cc1)CS(=O)(=O)C2 | 3 | 3 | 2 | 9 | -2 | -6 | 1 | -3 | -4
COc1ccc(C(=O)NNC2=CC(=O)CC(C)(C)C2)cc1OC | 3 | -3 | 12 | 8 | 11 | 8 | 6 | -3 | -1
CC(NC(=O)CN1CCN(Cc2cccc(F)c2)CC1)c1ccccc1 (stereo unspecified) | 6 | 8 | 2 | 1 | 6 | 3 | -5 | 0 | 4

Seven neighbouring compounds out of the list so far, for reference:
Molecule | pPAFAH inh | PREPL inh | LYPLA1 counter | PAFAH1B2 inh | PAFAH1B3 inh | LYPLA2 counter | GSTO1 inh | PAD4 inh | PME-1 primary
CCN1C(=O)c2ccccc2S(=O)(=O)c2ccc(C(=O)NCCCN(CC(C)C)CC(C)C)cc21 | -1 | -5 | 1 | 8 | -2 | 8 | 1 | 5 | -6
COc1ccccc1N1CCN(CC(=O)N2N=CCC2c2ccccc2)CC1 (stereo unspecified) | 2 | 7 | -2 | 5 | 4 | -1 | 3 | -2 | 4
Cc1ccc(C2=C(c3ccc([N+](=O)[O-])cc3)C(=O)OC2)cc1C | 5 | 9 | 1 | 3 | 7 | -3 | -3 | -3 | 25
Cc1ccc(-n2nnnc2SCn2nnc3ccccc3c2=O)c(C)c1 | 4 | -6 | 1 | -1 | 2 | 6 | 2 | -3 | 4
C/C(Cc1ccccc1)=N\NC(=O)CNC(=O)c1cccc(Cl)c1 | 1 | -12 | -2 | 1 | -1 | -3 | 13 | 6 | -2
Cc1nc(NC(=O)/C=C/c2ccco2)sc1C | 1 | 2 | -3 | 0 | 0 | -5 | 4 | -2 | -3
CC(=O)c1cccc(S(=O)(=O)NC2CCCCCC2)c1 | 5 | -7 | -6 | 9 | 7 | -5 | 7 | -1 | -1

Some values from the entries so far:
CCOc1ccc(/C=N/NC(=O)CCC(=O)Nc2ccc(F)cc2)cc1 in PAD4 inh is entered as -1
C/C(Cc1ccccc1)=N\NC(=O)CNC(=O)c1cccc(Cl)c1 in GSTO1 inh is entered as 13
Cc1ccc(C2=C(c3ccc([N+](=O)[O-])cc3)C(=O)OC2)cc1C in PAFAH1B2 inh is entered as 3

(cont.)
Molecule | pPAFAH inh | PREPL inh | LYPLA1 counter | PAFAH1B2 inh | PAFAH1B3 inh | LYPLA2 counter | GSTO1 inh | PAD4 inh | PME-1 primary
COc1ccc(OCC(=O)O/N=C(\N)c2ccc(OC)cc2)cc1 | -3 | -4 | -2 | 10 | 10 | -1 | -1 | -3 | -4
O=C(NC1=NCCS1)c1ccc(Cl)c(S(=O)(=O)N2CCCCC2)c1 | 1 | -3 | 1 | 7 | 2 | -6 | 4 | -1 | -1
CC(C)c1ccc(OCC(=O)N(Cc2ccco2)C2CCS(=O)(=O)C2)cc1 (stereo unspecified) | 3 | -4 | -2 | 4 | 6 | -1 | -9 | 3 | -12
COCc1cc(CN(C)C(=O)C2CCC(=O)N(Cc3cccc(OC)c3)C2)[nH]n1 (stereo unspecified) | 2 | 10 | 2 | -1 | 8 | -10 | 0 | -3 | -1
CCCSc1nsc(NC(=O)CCC)n1 | 31* | 16 | -2 | 9 | -1 | 1 | 11 | -3 | -1
CC1CC(NC(=O)c2cc3c(=O)n4ccccc4nc3n2C)CC(C)(C)C1 (stereo unspecified) | 6 | 19 | 0 | 13 | 6 | 7 | -5 | 0 | 10
Cc1cc2cc(CCNC(=O)c3ccc(Br)o3)c(=O)[nH]c2cc1C | 2 | 9 | 0 | -2 | -1 | 3 | -13 | 2 | 0
O=C(c1ccco1)N1CCN(c2ncnc3sc4c(c23)CCC4)CC1 | 4 | 8 | -1 | 0 | 7 | 2 | -4 | -1 | 1
O=C(/C=C/c1ccc(-c2ccccc2)o1)c1ccccc1 | 27* | 4 | -6 | -1 | 8 | -2 | -7 | -8 | 1
Cc1cc2oc(=O)cc(CN(C)Cc3cccc(F)c3)c2cc1C | 4 | 24 | 3 | 16 | 5 | 10 | 1 | 3 | 2
CC(C)[N+]1(C)[C@@H]2CC[C@@H]1CC(OC(=O)C(CO)c1ccccc1)C2 (stereo partly specified) | 2 | 3 | -2 | 0 | 12 | 4 | 5 | 1 | -1
O=S(=O)(c1cc(F)cc(F)c1)N1CCN(c2ncccn2)CC1 | -3 | 1 | -6 | 1 | 2 | -6 | 12 | 1 | 3

Next structures
Molecule | pPAFAH inh | PREPL inh | LYPLA1 counter | PAFAH1B2 inh | PAFAH1B3 inh | LYPLA2 counter | GSTO1 inh | PAD4 inh | PME-1 primary
CCc1ccccc1NC(=O)CSc1nnc(-c2ccco2)n1N | -4 | 12 | 4 | 2 | 4 | 13 | 6 | 0 | -3
N#Cc1c(-c2ccccc2)nc(N2CCOCC2)[nH]c1=O | 0 | 24 | 0 | 3 | -9 | 4 | -2 | 0 | -1
COC(=O)c1ccc(NC(=O)CCN2C(=O)C3CC=CCC3C2=O)cc1 (stereo unspecified) | -2 | 14 | 3 | 5 | 5 | 1 | / | -8 | 3
COc1ccc(-c2[nH]c(-c3ccccc3)nc2SCC(=O)NCc2ccco2)cc1OC | 4 | 3 | -1 | 6 | -1 | -1 | 2 | 0 | 5

Some of the compounds tested; count on the stated rates, not on these rows.
